# S2 tox = cell viability loss in ATXN counter-screen | S2 cells (HEK-293 line with an ATXN2-luciferase reporter) viability, CellTiter-Fluor protease fluorescence, 24 h | Potency, µM (highest dose often 56.7 µM), hits mostly cytotoxic | hit rate 0.49% among 400,000 | AID 651635; further: potency means the concentration at half of the fitted maximal effect; nearly all actives have a fitted effect of over 40% in size
# A549 tox = kills or reduces viability of A549 cells in Nrf2 counter-screen. A549 ARE-Fluc cells, CellTiter-Fluor viability, 18-24 h. Potency, µM (doses to about 46 µM), for inactives: top-dose activity change, negative = cytotoxicity, usual class: inhibitors. hit rate 0.16% among 390,000. AID 504648; further: potency means the concentration at half of the fitted maximal effect; on the % scale 0 is the no-effect control and ±100 the full control effect
#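 Cytotoxicity counterscreen: CellTiter-Fluor fluorescence was measured in A549 ARE_Fluc cells after 18-24 h of compound exposure in a concentration series. The subsequent BugLite luminescent read reports ARE-luciferase activity.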
# TGFb SMAD3 inh = blocks TGF-b signaling; HepG2 CAGA-GFP TGF-b/SMAD3 reporter, GFP fluorescence, 18 h; TGF-beta stimulated, 500 pg/mL final; hit rate 1.2% among 410,000; Potency, µM (highest dose often 46.1 µM), without a hit: top-dose activity, negative = inhibition, most hits filed as inhibitors; AID 588855; further: potency means the concentration at half of the fitted maximal effect; on the % scale 0 is the no-effect control and ±100 the full control effect; nearly all actives have a fitted effect of over 65% in size
#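 HEPG2 CAGA-GFP, 1000 cells/well; 2 h settle, 37 C; cpd via pin tool; TGF-b 500 pg/mL final; 18 h, 37 C; GFP imaging ex488/em500-530; %Activity normalised to -TGF-b and +DMSO controls; CRC fit, curve class.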
# Nrf2 ARE act = Nrf2 pathway activation. hit rate 0.31% among 410,000. AREc32 ARE-luciferase reporter (MCF7-derived line), luminescence, 24 h. Potency, µM (top dose mostly 46.1 µM), for the others: at the highest dose activation, usual class: activators; further: potency means the concentration at half of the fitted maximal effect; % of control where 0% means no effect; nearly all actives have a fitted effect of over 65% in size
#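 AREc32 cells carrying an ARE-driven firefly luciferase reporter were seeded at 1000 cells/well in OPTI-MEM with 5% FBS, then exposed to compound for 24 hr at 37 deg C. Luminescence was read with Steady-Glo after 30 min at RT.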
# IL2 activator = IL-2 activation; AID 652025; activation, % (series mostly up to about 46 µM); IL-2 activation reporter assay, cell-based qHTS; stimulated with anti-CD3/CD4/CD28 beads; in transgenic mouse T cells; hit rate 0.065% among 360,000; in the data active means activation above about 50%; inconclusive means mostly about 30% to 49%; further: 0% is about no effect
#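 EGFP and DsRed fluorescence is measured by plate cytometry in unstimulated transgenic mouse T cells exposed to compound for 60 minutes, then stimulated 18 hours at 37 degrees C with anti-CD3/anti-CD4 beads plus anti-CD28.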
# HepG2 viability = counter-screen for TGF-b inhibitors: cytotoxicity in HepG2 cells | HepG2 CAGA-GFP viability, ATP luminescence, 18 h | Potency, µM (doses to about 46.1 µM), for inactives: top-dose activity change, negative = cytotoxicity, hits mostly cytotoxic | hit rate 0.76% among 410,000 | AID 588856; further: potency means the concentration at half of the fitted maximal effect; some results filed as inactive show a strong effect at the top dose
#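 HepG2 CAGA-GFP cells (1000/well, DMEM with 1% FBS) received compound, then TGF-beta at 500 pg/mL final, and were incubated 18 hours at 37 degrees C. Viability was read by CellTiter-Glo luminescence. Media-only wells were set as complete cell-killing and DMSO as no toxicity.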
# Nrf2 inh = inhibitors of Nrf2 signaling; A549 ARE-Fluc reporter, luciferase luminescence, 18-24 h; Potency, µM (titrated, usually from 46 µM), for the others: at the top dose activity change, negative = inhibition, hits mostly inhibitors; hit rate 2.1% among 360,000; further: potency means the concentration at half of the fitted maximal effect; on the % scale 0 is the no-effect control and ±100 the full control effect; nearly all actives have a fitted effect of over 60% in size
#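 Quantitative HTS in A549 cells stably bearing an antioxidant response element-firefly luciferase construct. Inhibition of Nrf2-driven transcription was scored by luminescence after 18-24 h of compound exposure at 37 °C.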
# ATXN2 expr inh = reduces ATXN2 reporter expression in HEK-293 cells. HEK-293 ATXN2-luciferase reporter, luminescence, 24 h. hit rate 0.72% among 360,000. AID 1745845. Potency, µM (highest dose often 57 µM), without a hit: at the highest dose activity change, negative = inhibition, hits mostly inhibitors; further: potency means the concentration at half of the fitted maximal effect; on the % scale 0 is the no-effect control and ±100 the full control effect; nearly all actives have a fitted effect of over 55% in size
#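 ATXN2-luciferase reporter cells (luciferase flanked by upstream and downstream ATXN2 gene portions) were treated 24 h at 37 °C with compounds at up to 57 uM. SteadyGlo luminescence gave expression; GF-AFC fluorescence gave viability.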
# EPAC2 agonist = activates human EPAC2 exchange factor. EPAC2 activation, biochemical qHTS; response scale: 100% = 6.5 mM cAMP response. Potency, µM (top dose mostly 154 µM), for inactives: at the highest dose activation, actives largely listed as activators. hit rate 0.079% among 360,000; further: potency means the concentration at half of the fitted maximal effect; nearly all actives have a fitted effect of over 50% in size
# Target sequence (Q8WZA2 whole entry, looked up): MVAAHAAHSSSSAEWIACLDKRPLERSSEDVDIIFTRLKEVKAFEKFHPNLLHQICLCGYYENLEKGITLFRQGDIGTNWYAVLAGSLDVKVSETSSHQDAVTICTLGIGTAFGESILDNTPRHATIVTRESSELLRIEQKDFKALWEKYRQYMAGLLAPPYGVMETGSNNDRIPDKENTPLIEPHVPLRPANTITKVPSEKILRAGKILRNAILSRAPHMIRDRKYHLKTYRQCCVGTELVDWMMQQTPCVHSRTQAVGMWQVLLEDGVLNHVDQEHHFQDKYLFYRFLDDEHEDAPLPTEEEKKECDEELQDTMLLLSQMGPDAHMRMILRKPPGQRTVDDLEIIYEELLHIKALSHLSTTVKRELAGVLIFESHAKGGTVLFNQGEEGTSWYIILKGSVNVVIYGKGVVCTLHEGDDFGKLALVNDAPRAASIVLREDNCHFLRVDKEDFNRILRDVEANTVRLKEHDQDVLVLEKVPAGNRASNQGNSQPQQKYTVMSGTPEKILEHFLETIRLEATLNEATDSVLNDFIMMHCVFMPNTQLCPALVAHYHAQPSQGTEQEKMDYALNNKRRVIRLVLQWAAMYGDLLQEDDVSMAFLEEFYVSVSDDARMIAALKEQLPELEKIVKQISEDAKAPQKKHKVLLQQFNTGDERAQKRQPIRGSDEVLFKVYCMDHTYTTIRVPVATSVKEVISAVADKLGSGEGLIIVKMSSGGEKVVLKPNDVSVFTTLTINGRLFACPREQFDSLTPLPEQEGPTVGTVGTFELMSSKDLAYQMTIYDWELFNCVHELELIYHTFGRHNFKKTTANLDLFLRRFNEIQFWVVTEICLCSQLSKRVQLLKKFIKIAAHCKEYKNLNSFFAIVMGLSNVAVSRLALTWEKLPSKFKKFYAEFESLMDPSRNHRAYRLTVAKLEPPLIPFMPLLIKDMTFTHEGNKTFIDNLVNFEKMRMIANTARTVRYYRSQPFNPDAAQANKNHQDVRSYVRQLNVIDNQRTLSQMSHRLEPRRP
#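 In this primary screen, activation is scored as increased exchange of BODIPY-GDP from Rap1B by 100 nM EPAC2, with 50 uM GDP as competitor. Signal is normalized to the 6.5 mM cAMP agonist control.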
# An asterisk follows results filed as active; i = inactive; ? = inconclusive; · = no result given; [ ] = remark or other dose. Unless noted, the call rests on the fitted dose curve; in most records, active means well fitted curve in the direction sought with a large enough effect; inconclusive means small, poorly fitted or top-dose-only effect, or another doubt; inactive means no such curve, though single readings can be large; an effect the other way counts as inactive or inconclusive.
smiles,S2 tox,A549 tox,TGFb SMAD3 inh,Nrf2 ARE act,IL2 activator,HepG2 viability,Nrf2 inh,ATXN2 expr inh,EPAC2 agonist
COc1cc(/C=C/C(=O)OCC(=O)N2CCCC2)ccc1OCC#N,i,0%,11%,0.4%,3.3,-3%,-4%,1%,8%
CCN1CCN(c2ncc3c(n2)CCN(Cc2ccc(OC)c(OC)c2)C3)CC1,i,-9%,-5%,0.2%,·,0%,·,0%,·
CCCNC(=O)C1(C)CCCN(CCOc2ccccc2)C1 (stereo not given),i,·,5%,-0.4%,-0.2,-5%,·,-8%,12%
COCCCNC(=O)CSc1nc2cc(OC)c(OC)cc2c2nc(-c3ccccc3)nn12,i,12%,-31%,0.0%,·,0%,2%,0%,·
O=[N+]([O-])c1ccc(COc2cccnc2)cc1,i,-4%,-13%,0.2%,-0.7,-27%,17%,3%,-6%
CCCS(=O)(=O)N1CCc2ccc(NC(=O)c3ccccc3Cl)cc2C1,i,-6%,14%,-0.3%,-2.2,-20%,-16%,2%,4%
CCC(=O)N1CCc2cc(S(=O)(=O)CCC(=O)NCc3cccs3)ccc21,i,-10%,-4%,0.3%,-2.1,-23%,7%,5%,-10%
CCCC1=NN2C(=N)/C(=C\c3cc(C)n(Cc4ccccc4)c3C)C(=O)N=C2S1,i,-14%,?,-0.2%,-0.3,-27%,-15%,·,7%
c1ccc(CCc2ccncc2)cc1,i,-3%,-6%,-0.9%,-3.7,-9%,-10%,12%,2%
CCOC(=O)N1CCN(C(=O)c2ccc3c(=O)n(Cc4ccc(Cl)cc4)c(=S)[nH]c3c2)CC1,i,-8%,?,0.7%,-0.1,-31%,?,-16%,3%
Nc1nc(NCc2ccccc2)nc(Nc2cccc(F)c2)c1[N+](=O)[O-],i,-9%,22%,-0.7%,-0.5,-16%,-5%,-2%,10%
C=CCn1c(-c2sccc2C)n[nH]c1=S,i,-2%,0%,-0.3%,-2.1,6%,-4%,6%,-6%
O=C(CCNC(=O)N1CC(=O)Nc2ccccc21)NCc1ccc(F)cc1,i,8%,5%,8.7%,-3.1,4%,11%,-2%,0%
CSC[C@H]1CN(c2ccc(Br)cc2)C(=O)[C@@H]1CC(=O)Nc1ccc(Br)cc1,i,·,-11%,0.5%,-1.9,-23%,·,-16%,17%
Cc1cc(C)c2[nH]c3nc(SCC(=O)O)nnc3c2c1,i,2%,13%,0.8%,0.2,-1%,26%,·,-7%
C=CCN1C(=O)C(O)(CC(=O)c2ccco2)c2cc(Br)ccc21 (stereo not given),i,-3%,?,-1.5%,-3.6,2%,1%,-10%,-4%
Cc1ccc(NC(=S)NCC2CCCO2)c(OC(F)F)c1 (stereo not given),?,1%,?,-0.6%,0.2,-5%,1%,0%,-1%
O=C(O)c1ccc(Nc2ncnc3c2cnn3Cc2ccccc2)cc1,i,2%,-5%,3.2%,-0.6,1%,-24%,27%,4%
Nc1nonc1-c1nc2ccccc2n1CC(=O)Nc1cccc(C(F)(F)F)c1,·,-1%,9%,0.1%,·,-41%,3%,·,·
CC(=O)Nc1ccc(/C(C)=N/NC(=O)c2ccc(CN3CCOCC3)cc2)cc1,i,-1%,1%,0.7%,0.8,-2%,5%,-20%,10%
O=C(CSc1nc2ccccc2c(=O)[nH]1)Nc1ccc(N2CCOCC2)cc1,i,-3%,6%,0.1%,0.5,2%,?,-2%,1%
CCc1ccc(NC(=O)C(CC)Sc2nc3cc4c(cc3c(=O)n2Cc2ccco2)OCO4)cc1 (stereo not given),?,-29%,0%,-0.6%,-2.1,-42%,?,?,4%
CC(C)OC(=O)CC1C(=O)NCCN1C(=S)NC(=O)CCc1ccccc1 (stereo not given),i,-4%,-28%,0.2%,-3.0,-18%,-6%,-2%,-7%
CCCCCCSc1ccc([C@@H]2[C@@H]3C(=O)N(CC)C(=O)[C@@H]3[C@]3(C(=O)OC)CCCCN23)cc1,i,16%,-22%,0.1%,-4.4,-19%,-23%,-15%,-14%
Cc1ccc(C)c(NC(=O)N2CCC(CN3CCOCC3)CC2)c1,·,1%,30%,-0.1%,·,20%,-9%,·,·
Cc1cccc(C)c1NC(=O)c1sc(-n2nc(C)c(Cc3ccc4c(c3)OCO4)c2C)nc1C,i,6%,-12%,0.0%,·,-17%,15%,10%,·
Oc1cccc(C=NCc2ccccc2)c1O,?,-4%,-4%,4.9%,4.1,-35%,-9%,-15%,4%
CC(C)OC(=O)/C(=C\c1ccc2c(c1)c1ccccc1n2C)NC(=O)c1ccccc1,i,-7%,7%,3.5%,-0.8,6%,-11%,16%,-6%
CC(C)c1ccc(/C=C(\C#N)c2nc(-c3ccc(O)cc3)cs2)cc1,i,-3%,?,-3.7%,·,18µM*,6%,?,·
COc1ccc(NC2=NCC(=O)N2c2ccccc2F)cc1,i,0%,4%,-0.8%,4.0,0%,-17%,-3%,11%
Cc1nc(/N=C(\N)N(C)C)[nH]c(=O)c1C,i,16%,-24%,-0.2%,-0.6,-6%,-3%,·,4%
CSc1ccc(CNc2ncc(-c3cccc([N+](=O)[O-])c3)n2C)cc1,i,-1%,?,6.6%,-0.5,-42%,-7%,·,-2%

# Only S2 tox, for two of the compounds above:
mol	S2 tox
CCN1CCN(c2ncc3c(n2)CCN(Cc2ccc(OC)c(OC)c2)C3)CC1	i
Cc1cccc(C)c1NC(=O)c1sc(-n2nc(C)c(Cc3ccc4c(c3)OCO4)c2C)nc1C	i

# Remaining list, next part.
smiles,S2 tox,A549 tox,TGFb SMAD3 inh,Nrf2 ARE act,IL2 activator,HepG2 viability,Nrf2 inh,ATXN2 expr inh,EPAC2 agonist
CSc1ncccc1C(=O)N1CCC(C)(C(=O)O)C1 (stereo not given),i,·,-23%,-0.2%,0.9,-21%,·,-6%,19%
C[C@@H](C(=O)Nc1ccc2ccccc2c1)[C@@H]1C[C@@]1(C)[C@@H](N)c1ccccc1,i,-1%,?,4.8%,0.0,-51%,5%,-5%,6%
CCOC(=O)Cc1nnc(NC(=O)COc2ccc(C)cc2)s1,i,2%,1%,-0.1%,0.3,3%,·,-15%,5%
COc1ccccc1-c1nc2c(c(SCC(=O)N3CCCCC3)n1)Cc1c(CO)cnc(C)c1O2,?,-6%,35%[activator],2.0%,-0.6,5%,-22%,-7%,-4%
COc1cccc(/C=C2\SC(=O)N(CCC(=O)NNC(=O)c3ccccc3Cl)C2=O)c1,?,-1%,8%,-0.4%,-4.1,7%,5%,-1%,-2%
OCCC1CN(Cc2cc(F)ccc2-n2cccn2)CCN1C1CCCC1 (stereo not given),i,5%,14%,0.0%,-0.4,1%,6%,-10%,-7%
CN=c1scc(C)n1/N=C/c1cc(Br)c(O)c(OC)c1,i,-8%,-17%,5.3%,0.1,2%,2%,16%,15%
CS(=O)(=O)CC(=O)Nc1ccc2nc3n(c(=O)c2c1)CCCCC3,i,1%,1%,-0.9%,-5.9,10%,15%,24%,8%
COc1ccccc1NC(=O)C(C)OC(=O)C1CCN(S(=O)(=O)c2ccccc2C(F)(F)F)CC1 (stereo not given),i,-1%,1%,-1.4%,0.1,-6%,2%,-7%,11%
O=C(Nc1ccc(Br)cc1)C1CC(O)CN1C(=O)Oc1ccccc1 (stereo not given),i,2%,-5%,0.4%,-0.6,-70%,9%,9%,4%
c1ccc(CSc2ccc(-c3cccnc3)nn2)cc1,i,2%,3%,2.3%,-1.7,-6%,?,30%[activator],9%
O=C(COC(=O)c1cnccn1)NCCc1ccc(Cl)cc1Cl,i,4%,3%,0.2%,0.3,-2%,2%,·,-1%
Cc1ccccc1NC(=O)CCN1CCN(Cc2ccccc2)CC1,i,2%,1%,0.4%,-0.1,3%,0%,0%,-2%
C[C@H](NC(N)=O)C(=O)N1CCN(S(=O)(=O)c2ccc3ccccc3c2)CC1,i,1%,-4%,0.0%,1.5,-1%,6%,2%,4%
CCC(=O)Nc1ccccc1Oc1ccccc1,i,-2%,4%,-0.4%,-2.0,-17%,-4%,4%,2%
Cc1oc2ccc(OCc3ccc(F)cc3)cc2c1C(=O)O,i,10%,3%,0.0%,-1.1,5%,25%,1%,0%
Cc1ccc(OCC(=O)N/N=C2\CC(=O)CC(C)(C)C2)c(Br)c1,i,0%,5%,-0.4%,-0.2,2%,8%,19%,6%
CC1CN(C(=O)CSc2nnc(C3CCCCC3)n2N)CC(C)O1 (stereo not given),i,-1%,44%[activator],-1.1%,-0.1,11%,?,·,5%
CCc1ccc(NC(=O)c2sc3nc(C)c(Cl)c(C)c3c2NC(=O)c2ccccc2)cc1,i,-5%,6%,-1.7%,·,-10%,-1%,22%,·
Cc1cccc(N(C)S(=O)(=O)c2c(C)noc2C)c1,i,-10%,-22%,-1.1%,0.3,-33%,-2%,·,15%
COc1ccc(C)cc1NC(=O)C(OC(=O)C1CC1)c1ccccc1 (stereo not given),i,28%,-1%,3.5%,-1.6,-12%,24%,-8%,16%
COc1ccc([N+](=O)[O-])cc1NC(=O)C(C)N(C)Cc1cccc(OC)c1OC (stereo not given),i,-8%,1%,9.2%,0.0,2%,?,-18%,-4%
c1ccc2cc(OCc3nc4ccccc4[nH]3)ccc2c1,i,2%,-1%,3.2%,-1.0,-41%,?,39%[activator],-2%
S=c1[nH]cc(-c2ccccc2)n1-c1cccc(Cl)c1,i,1%,-16%,3.5%,-1.3,14%,?,-6%,8%

# Screening data: PubChem BioAssay, National Center for Advancing Translational Sciences (NCATS)
